Compound activity (PubChem BioAssay)
APOBEC3A inh = APOBEC3A ssDNA deaminase inhibitors, primary screen, selectivity assay for APOBEC3G inhibitor project, biochemical, FAM/TAMRA oligo cleavage fluorescence. DNA dC->dU-editing enzyme APOBEC-3A (Homo sapiens), P31941. recombinant A3A, FAM/TAMRA ssDNA deamination fluorescence. inhibition, % at 20 µM. actives 0.41% (n = 330,000);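 active means at least 40% inhibition at 20 µM here, with at most 30% in a related deaminase screen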;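 further: plate controls were A3A with DMSO for no effect and wells lacking A3A enzyme for full effect; some results filed as inactive read as strong as hits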
Target sequence (P31941 whole entry, looked up): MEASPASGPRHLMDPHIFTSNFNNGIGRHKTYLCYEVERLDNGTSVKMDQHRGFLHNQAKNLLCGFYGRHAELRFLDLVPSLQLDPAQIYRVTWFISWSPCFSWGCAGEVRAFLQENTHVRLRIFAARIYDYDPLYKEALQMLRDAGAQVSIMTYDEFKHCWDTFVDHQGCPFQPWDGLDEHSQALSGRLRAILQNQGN
EBI2 antag = EBI2 receptor antagonists, beta-arrestin recruitment, primary screen, cell-based, luminescence, 7a,25-OHC stimulation, uHTS; G-protein coupled receptor 183 (Homo sapiens), P32249; 7a,25-OHC stimulated; inhibition, % at 5 µM; actives 0.81% (n = 360,000); in the data active means inhibition above about 38%;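 further: enzyme fragment complementation signal reports receptor beta-arrestin coupling in cells; 0% = agonist plus DMSO wells and 100% = wells without agonist; some results beyond the cut were filed as inactive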
Target sequence (P32249 whole entry, looked up, the tested form may be a part): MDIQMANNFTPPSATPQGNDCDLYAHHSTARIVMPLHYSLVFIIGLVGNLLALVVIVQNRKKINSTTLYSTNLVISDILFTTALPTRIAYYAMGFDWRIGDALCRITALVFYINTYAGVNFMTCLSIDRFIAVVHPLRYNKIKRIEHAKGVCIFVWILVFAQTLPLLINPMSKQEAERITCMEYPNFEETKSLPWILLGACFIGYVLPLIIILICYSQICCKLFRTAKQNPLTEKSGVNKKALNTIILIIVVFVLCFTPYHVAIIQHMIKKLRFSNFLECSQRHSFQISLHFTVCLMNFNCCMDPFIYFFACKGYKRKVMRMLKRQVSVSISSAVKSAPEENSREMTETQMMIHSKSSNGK
Gli-Sufu antag = Gli-Sufu pathway antagonists, primary screen, luciferase luminescence, Sufu-KO-LIGHT cells, uHTS; Sufu-KO-LIGHT fibroblasts, Gli luciferase reporter luminescence; inhibition, % at 5 µM; actives 0.74% (n = 340,000); AID 588413, 2011;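 active means inhibition above about 55%, limit read from the data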;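 further: 0% = DMSO-treated cells and 100% = wells with medium but no cells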
CCR6 antagonist = CCR6 receptor antagonists, primary screen, cell-based, CHO-K1, luminescence, beta-arrestin, uHTS | C-C chemokine receptor type 6 (Homo sapiens), P51684 | inhibition, % at 20 µM | actives 0.49% (n = 340,000) | CHO-K1 CCR6 PathHunter beta-arrestin, CCL20-stimulated;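 active means compounds whose inhibition of the agonist-driven luminescence signal at 20 µM reaches about 50%, limit read from the data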;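 further: cells stimulated with CCL20 at 14 nM final; plate controls were DMSO with CCL20 for no effect and DMSO without agonist for full effect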
CXCR6 block = CXCR6 receptor inhibitors, primary screen, cell-based, beta-arrestin, luminescence, CHO-K1 PathHunter, 1536-well; inhibition, % at 20 µM; actives 0.36% (n = 360,000); in the data active means inhibition above about 34%, passing the limit was not always enough;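 further: antagonist mode with CXCL16 agonist at 10 nM final; 0% = 10 nM CXCL16 with DMSO and 100% = unstimulated wells without agonist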
A3G deaminase = APOBEC3G DNA deaminase inhibitors, primary screen, biochemical, fluorescence, single-stranded DNA substrate, uHTS; inhibition, % at 20 µM; recombinant A3G, ssDNA deamination FAM/TAMRA fluorescence; actives 0.28% (n = 330,000); DNA dC->dU-editing enzyme APOBEC-3G (Homo sapiens), Q9HC16;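 active means inhibition of at least 40% at 20 µM, with no more than 30% in the related APOBEC3A deaminase screen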;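 further: plate controls were DMSO wells with A3G for no effect and wells lacking A3G enzyme for full effect; some compounds called inactive have numbers as strong as hits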
Target sequence (Q9HC16 whole entry, looked up): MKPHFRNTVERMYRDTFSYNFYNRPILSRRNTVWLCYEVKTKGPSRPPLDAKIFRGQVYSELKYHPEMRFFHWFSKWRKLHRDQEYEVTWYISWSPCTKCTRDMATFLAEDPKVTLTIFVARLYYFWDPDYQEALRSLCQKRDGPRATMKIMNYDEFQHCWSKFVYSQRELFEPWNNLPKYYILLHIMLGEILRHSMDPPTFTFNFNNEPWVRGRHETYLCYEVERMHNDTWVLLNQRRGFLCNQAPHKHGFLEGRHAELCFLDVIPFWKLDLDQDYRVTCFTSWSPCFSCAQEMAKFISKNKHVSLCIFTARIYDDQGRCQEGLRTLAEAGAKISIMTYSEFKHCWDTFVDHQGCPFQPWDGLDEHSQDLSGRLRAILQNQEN
GRIN3A LBD mod = binders of NR3A ligand-binding domain, primary screen, biophysical, differential scanning fluorimetry, uHTS; Glutamate receptor ionotropic, NMDA 3A (GRIN3A) ligand-binding domain; actives 2.5% (n = 340,000); NR3A LBD differential scanning fluorimetry, Tm shift; 0% = protein alone, 100% = glycine-bound protein; Tm shift relative to glycine control, % at 25 µM; AID 1259313, 2017;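 active means melting temperature shift of at least 10% of the positive control shift, at one fixed dose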
MPTP inh = mitochondrial permeability transition pore inhibitors, primary screen, biochemical, isolated mouse mitochondria, absorbance; Ca2+ swelling absorbance, 30 min; inhibition, % at 10 µM; actives 1.4% (n = 360,000); AID 602449, 2012;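 active means inhibition of 50% or more, scaled per plate between neutral and stimulator controls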;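 further: 0% = DMSO wells given calcium and 100% = 1 mM EGTA wells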
Starred values were filed as active, the others as inactive.

`CCn1c(=O)c(C)nn2c3ccccc3nc12` gave APOBEC3A inh -5, EBI2 antag -1, Gli-Sufu antag -3, CCR6 antagonist 3, CXCR6 block 5, A3G deaminase 3, GRIN3A LBD mod -2 and MPTP inh 1.2.
O=C(c1ccccc1)N1CC(COc2ccccc2)OC(c2ccco2)O1 (centres undefined) was read as APOBEC3A inh -3, EBI2 antag 6, Gli-Sufu antag -7, CCR6 antagonist -6, CXCR6 block -1, A3G deaminase -8, GRIN3A LBD mod -1 and MPTP inh -0.1.
`O=C(NC(=S)Nc1ccc(S(=O)(=O)Nc2nccs2)cc1)C1CC1` gave APOBEC3A inh -2, EBI2 antag 6, Gli-Sufu antag 0, CCR6 antagonist 7, CXCR6 block 10, A3G deaminase -5, GRIN3A LBD mod 1 and MPTP inh 2.4.
Nn1c(Cc2cccc3ccccc23)nnc1SCc1ccccc1 was read as APOBEC3A inh -1, EBI2 antag 3, Gli-Sufu antag -1, CCR6 antagonist 3, CXCR6 block 3, A3G deaminase -15, GRIN3A LBD mod -3 and MPTP inh 1.1.
For Nc1cccc2c1C(=O)N(Cc1cccc(Cl)c1)C2=O the results were APOBEC3A inh 4, EBI2 antag 11, Gli-Sufu antag -4, CCR6 antagonist 7, CXCR6 block 3, A3G deaminase -8, GRIN3A LBD mod -12 and MPTP inh -11.
For CC/C(O)=C(/C#N)c1nnc2n1CCCCC2 the results were APOBEC3A inh -4, EBI2 antag 0, Gli-Sufu antag 1, CCR6 antagonist -7, CXCR6 block 2, A3G deaminase -7, GRIN3A LBD mod 0 and MPTP inh -0.7.
Screening COc1cccc(C(=O)Nc2nnc(C(C)C)s2)c1 returned APOBEC3A inh -1, EBI2 antag -2, Gli-Sufu antag -93, CCR6 antagonist 2, CXCR6 block -17, A3G deaminase -8, GRIN3A LBD mod -2 and MPTP inh -1.9.
CCOC(=O)N1CCN(Cc2nc(N)nc(Nc3ccc(Oc4ccccc4)cc3)n2)CC1 was read as APOBEC3A inh 5, EBI2 antag 3, Gli-Sufu antag 4, CCR6 antagonist -4, CXCR6 block 0, A3G deaminase -1, GRIN3A LBD mod -5 and MPTP inh 0.6.
Screening N#C/C(=C\Nc1ccc2c(c1)OCCO2)C(=O)NCc1ccco1 returned APOBEC3A inh -3, EBI2 antag 1, Gli-Sufu antag 4, CCR6 antagonist 15, CXCR6 block 9, A3G deaminase -4, GRIN3A LBD mod 1 and MPTP inh -0.2.
O=C(O)c1cccc(N/N=C/c2cccnc2)c1 was read as EBI2 antag 8, Gli-Sufu antag -73, CCR6 antagonist 2, CXCR6 block -16, GRIN3A LBD mod 0 and MPTP inh -1.1.
`CCOC(=O)N1CCN(C(=O)C2CCN(S(=O)(=O)c3c(C)cc(C)cc3C)CC2)CC1` gave APOBEC3A inh 2, EBI2 antag -10, Gli-Sufu antag -3, CCR6 antagonist 0, CXCR6 block 3, A3G deaminase -2, GRIN3A LBD mod 0 and MPTP inh -1.6.
Screening COc1cc(OC)cc(C(=O)NCC(=O)N2CC=C(c3ccccc3)CC2)c1 returned APOBEC3A inh 2, EBI2 antag 10, Gli-Sufu antag -13, CCR6 antagonist 22, CXCR6 block -10, A3G deaminase -4, GRIN3A LBD mod 0 and MPTP inh -0.2.
OCCN1CCN(CC(O)COCCOc2ccc(Br)cc2)CC1 (centres undefined) was read as APOBEC3A inh -1, EBI2 antag -25, Gli-Sufu antag 10, CCR6 antagonist -9, CXCR6 block 7, A3G deaminase -1, GRIN3A LBD mod -4 and MPTP inh 1.4.
`CCOC(=O)Cc1csc(NC(=O)c2ccc(Br)o2)n1` gave APOBEC3A inh 1, EBI2 antag 6, Gli-Sufu antag -10, CCR6 antagonist 3, CXCR6 block 2, A3G deaminase -4, GRIN3A LBD mod -1 and MPTP inh -1.6.
For Cc1ccc(C(=O)OC(C(=O)Nc2ccc(Cl)cc2C(F)(F)F)c2ccccc2)cc1 (centres undefined) the results were APOBEC3A inh -2, EBI2 antag 9, Gli-Sufu antag -11, CCR6 antagonist 18, CXCR6 block 1, A3G deaminase -3, GRIN3A LBD mod -4 and MPTP inh -1.0.
Screening N#CC1=C(N)Nc2nc3ccccc3n2C1c1ccc(F)cc1 (centres undefined) returned APOBEC3A inh -1, EBI2 antag -7, Gli-Sufu antag 8, CCR6 antagonist 10, CXCR6 block -12, A3G deaminase -1, GRIN3A LBD mod -2 and MPTP inh 6.1.
Screening Cn1c(=O)c2c(nc(N3CCN(c4ccccn4)CC3)n2Cc2ccccc2Cl)n(C)c1=O returned APOBEC3A inh -2, EBI2 antag -1, Gli-Sufu antag 19, CCR6 antagonist 0, CXCR6 block 3, A3G deaminase -3, GRIN3A LBD mod -2 and MPTP inh -0.3.
Screening CC(C)COc1ccc(C(=O)OCC(=O)NCCC2=CCCCC2)cc1 returned APOBEC3A inh 1, EBI2 antag -10, Gli-Sufu antag -16, CCR6 antagonist 11, CXCR6 block -3, A3G deaminase -5, GRIN3A LBD mod 1 and MPTP inh 0.6.
For CC1CCN(CCCN2C(=O)C3C(C(=O)Nc4cccc(Cl)c4)C4C=CC3(O4)C2C(=O)NC2CCCCC2)CC1 (centres undefined) the results were APOBEC3A inh -2, EBI2 antag -6, Gli-Sufu antag 25, CCR6 antagonist -14, CXCR6 block 5, A3G deaminase -8, GRIN3A LBD mod -2 and MPTP inh -0.9.
`CCN(CC)CCN1C(=O)C(=O)/C(=C(/O)c2ccncc2)C1c1ccccc1F` (centres undefined) gave APOBEC3A inh -2, EBI2 antag 3, Gli-Sufu antag -4, CCR6 antagonist -14, CXCR6 block -16, A3G deaminase -1, GRIN3A LBD mod -4 and MPTP inh -3.3.

As a short view, 2 of the compounds above:
`CCn1c(=O)c(C)nn2c3ccccc3nc12` gave APOBEC3A inh -5, EBI2 antag -1, Gli-Sufu antag -3, CCR6 antagonist 3, CXCR6 block 5, A3G deaminase 3, GRIN3A LBD mod -2 and MPTP inh 1.2.
O=C(c1ccccc1)N1CC(COc2ccccc2)OC(c2ccco2)O1 (centres undefined) was read as APOBEC3A inh -3, EBI2 antag 6, Gli-Sufu antag -7, CCR6 antagonist -6, CXCR6 block -1, A3G deaminase -8, GRIN3A LBD mod -1 and MPTP inh -0.1.

Fetched one by one from the entries so far:
Screening CC(C)COc1ccc(C(=O)OCC(=O)NCCC2=CCCCC2)cc1 returned APOBEC3A inh 1, EBI2 antag -10, Gli-Sufu antag -16, CCR6 antagonist 11, CXCR6 block -3, A3G deaminase -5, GRIN3A LBD mod 1 and MPTP inh 0.6.
For Nc1cccc2c1C(=O)N(Cc1cccc(Cl)c1)C2=O the results were APOBEC3A inh 4, EBI2 antag 11, Gli-Sufu antag -4, CCR6 antagonist 7, CXCR6 block 3, A3G deaminase -8, GRIN3A LBD mod -12 and MPTP inh -11.

Other structures follow:
`CCOC(=O)[C@H]1[C@H]2COc3ccccc3[C@@H]2N2C(=O)CN(CC3CCCO3)C(=O)[C@@]12C` (some centres undefined) gave APOBEC3A inh 0, EBI2 antag 2, Gli-Sufu antag -2, CCR6 antagonist 8, CXCR6 block 1, A3G deaminase -2, GRIN3A LBD mod -1 and MPTP inh 0.1.
For Cc1cc(C)c(C(=O)CSC2=NC(N)=C(C#N)C3(CCCCC3)C2C(N)=O)cc1C (centres undefined) the results were APOBEC3A inh -3, EBI2 antag -2, Gli-Sufu antag -4, CCR6 antagonist 19, CXCR6 block -5, A3G deaminase -1, GRIN3A LBD mod -3 and MPTP inh -2.2.
Screening COc1ccc(NC(=O)Nc2cccc3cccnc23)cc1 returned APOBEC3A inh -2, EBI2 antag 0, Gli-Sufu antag -52, CCR6 antagonist 9, CXCR6 block -8, A3G deaminase -5, GRIN3A LBD mod 12* and MPTP inh 0.0.
`O=C(COC(=O)C1CCN(S(=O)(=O)c2cccs2)CC1)Nc1ccc(F)cc1Cl` gave APOBEC3A inh 0, EBI2 antag 3, Gli-Sufu antag -2, CCR6 antagonist 3, CXCR6 block -16, A3G deaminase -2, GRIN3A LBD mod 2 and MPTP inh -1.6.
For NC(=O)c1c(NC(=O)CN2C(=O)CCC2=O)sc2c1CCCCC2 the results were APOBEC3A inh 3, EBI2 antag 3, Gli-Sufu antag 3, CCR6 antagonist 5, CXCR6 block 0, A3G deaminase -8, GRIN3A LBD mod 0 and MPTP inh -1.5.
For O=C(CCc1nnc(CCCCc2ccccc2)o1)NC(c1cccnc1)C(F)(F)F (centres undefined) the results were APOBEC3A inh -2, EBI2 antag -10, Gli-Sufu antag 4, CCR6 antagonist 7, CXCR6 block -1, A3G deaminase -10, GRIN3A LBD mod 4 and MPTP inh -2.5.
Screening COc1ccc(/C=C/C(=O)c2ccc(Cl)cc2)c(OC)c1 returned APOBEC3A inh -7, EBI2 antag 13, Gli-Sufu antag -16, CCR6 antagonist 9, CXCR6 block 9, A3G deaminase -4, GRIN3A LBD mod 2 and MPTP inh -0.3.
`Cc1c(NC(=O)CSc2nnc(C(C)N(C)C)n2-c2ccccc2)c(=O)n(-c2ccccc2)n1C` (centres undefined) gave EBI2 antag 5, Gli-Sufu antag -3, CCR6 antagonist 6, CXCR6 block 4, GRIN3A LBD mod 1 and MPTP inh -0.3.
CSCC[C@H](NC(=O)COc1ccc(Cl)cc1Cl)c1nc2ccccc2[nH]1 was read as APOBEC3A inh 3, EBI2 antag -7, Gli-Sufu antag 1, CCR6 antagonist 4, CXCR6 block -10, A3G deaminase -10, GRIN3A LBD mod -13 and MPTP inh 18.
For COc1ccc(N(CC(=O)NCc2ccc(F)cc2)C(=O)CCC(=O)Nc2nccs2)cc1 the results were APOBEC3A inh -3, EBI2 antag -1, Gli-Sufu antag 22, CCR6 antagonist 15, CXCR6 block 2, A3G deaminase -7, GRIN3A LBD mod -3 and MPTP inh -0.8.
Cc1cc(CNC(=O)C2(C(F)(F)F)CC(CCCO)CCCO2)nn1C (centres undefined) was read as APOBEC3A inh 2, EBI2 antag -9, Gli-Sufu antag 3, CCR6 antagonist -3, CXCR6 block -11, A3G deaminase 6, GRIN3A LBD mod 1 and MPTP inh -0.3.
COc1ccc(CCNC(=O)COC(=O)/C=C/c2ccc(OCC#N)c(OC)c2)cc1OC was read as APOBEC3A inh 0, EBI2 antag -15, Gli-Sufu antag -3, CCR6 antagonist -2, CXCR6 block -6, A3G deaminase 1, GRIN3A LBD mod 0 and MPTP inh 0.9.
CC(=O)Cc1nsc(NC(=O)c2ccc(-c3cccc(Cl)c3)o2)n1 was read as APOBEC3A inh -6, EBI2 antag -2, Gli-Sufu antag -3, CCR6 antagonist -4, CXCR6 block -9, A3G deaminase -3, GRIN3A LBD mod -2 and MPTP inh 5.0.
For Cc1nn(Cc2ccccc2)c(N)c1C#N the results were APOBEC3A inh 0, EBI2 antag -6, Gli-Sufu antag 7, CCR6 antagonist 12, CXCR6 block -6, A3G deaminase -6, GRIN3A LBD mod -5 and MPTP inh -0.7.

The order is random; about 5.8% have a hit in one of these screens.
